# SW480 rerep: DNA re-replication induction in SW480 cells | 1.8% of 340,000 active | AID 624297 | SW480 DNA re-replication, Hoechst DNA content imaging, 48 h | Potency, µM (titrated, usually from 46.1 µM), inactives show at the highest dose re-replication activation, actives largely listed as activators; also: % of control where 0% means no effect; nearly all actives have a fitted effect of over 55% in size
#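 Image-based read-out: total Hoechst fluorescence of nuclei (405 nm excitation, 500-530 nm emission), with hits raising the fraction of high-intensity nuclei. SW480 colon cells incubated 48 hr with compounds at 37 C.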
# HT1080 IDH1KD tx: toxicity to HT-1080 IDH1 knockdown cells (counter line). 2% of 360,000 active. AID 686971. HT-1080 IDH1 knockdown viability, ATP luminescence, 48 h. Potency, µM (highest dose often 46.1 µM), for inactives: at the highest dose activity, negative = toxicity, most hits filed as cytotoxic;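 also: 0% = DMSO wells and -100% = cell-free medium wells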
#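 % activity derives from luminescence (CellTiter-Glo), normalised to DMSO and no-cell wells. HT-1080-IDH1KD cells, 750/well, had 48 h compound exposure at 37 °C.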
# KB-V1 MDR tox: kills drug-selected multidrug resistant KB-V1 cells. 3.4% of 400,000 active. KB-V1 MDR cells viability, CellTiter-Glo, 72 h. Potency, µM (series often up to 46.1 µM), for the others: at the top dose activity change, negative = cytotoxicity, most hits filed as cytotoxic; also: % is scaled to controls: 0 for no effect and ±100 for the full control effect; nearly all actives have a fitted effect of over 60% in size
#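 Cytotoxicity toward P-gp-expressing KB-V1 cells was determined as loss of CellTiter-Glo luminescence after 72 h at 37 degrees C. Compounds were tested in quantitative HTS format across a concentration range, with curves fitted to normalized data.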
# HEK293 tox: cytotoxic in the GLP-1 receptor inverse agonist counter-screen | 0.13% of 410,000 active | AID 624418 | Potency, µM (titrated, usually from 38.3 µM), for inactives: at the highest dose activity change, negative = inhibition, hits mostly inhibitors | HEK293 cAMP-luciferase reporter cells, luminescence, 24 h;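 also: loss of luciferase light is scored as toxicity; % is scaled to controls: 0 for no effect and ±100 for the full control effect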
#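 Luminescence readout: signal drop marks cytotoxicity. Plated cells grew 12 h at 37 °C, 5% CO2, received 23 nL compound for 24 h, then got luciferase reagent, read after 12 min at RT.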
# TDP-43 yeast inh: rescues yeast growth from TDP-43 toxicity; TDP-43 expressing yeast growth rescue, BacTiter-Glo, 24 h; Potency, µM (top dose mostly 46.1 µM), for the others: at the top dose growth rescue (activation), most hits filed as activators; 1.8% of 410,000 active; also: % of control where 0% means no effect; nearly all actives have a fitted effect of over 50% in size
#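 In this qHTS, compounds that restore growth of yeast expressing TDP-43 appear as activators. Cells (OD600=0.02, galactose medium, raffinose-pregrown) are incubated with compound 24 hr at 30 deg C and growth is quantified by BacTiter-Glo.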
# GLP-1R agonist: activates the human GLP-1 receptor. P43220. HEK293 GLP-1R CRE-luciferase, luminescence, 4-6 h; cells express a hypersensitive GLP-1R form. Potency, µM (doses to about 45.6 µM), without a hit: top-dose activation, actives largely listed as activators. 0.007% of 380,000 active. AID 624172; also: % of control where 0% means no effect
# Target sequence (P43220 whole entry, looked up): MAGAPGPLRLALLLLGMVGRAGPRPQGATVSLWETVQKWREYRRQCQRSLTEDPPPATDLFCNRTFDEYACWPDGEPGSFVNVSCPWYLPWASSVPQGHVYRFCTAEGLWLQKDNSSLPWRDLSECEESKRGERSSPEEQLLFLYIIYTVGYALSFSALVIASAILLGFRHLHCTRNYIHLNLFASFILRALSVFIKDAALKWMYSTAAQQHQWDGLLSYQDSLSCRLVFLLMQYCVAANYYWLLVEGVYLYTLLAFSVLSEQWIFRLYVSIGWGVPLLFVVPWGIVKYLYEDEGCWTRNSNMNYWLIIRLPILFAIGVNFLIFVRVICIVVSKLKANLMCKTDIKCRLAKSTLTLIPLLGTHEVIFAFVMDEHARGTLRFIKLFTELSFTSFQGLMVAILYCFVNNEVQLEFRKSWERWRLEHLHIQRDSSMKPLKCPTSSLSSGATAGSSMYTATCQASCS
# GLP-1R inv ag: inverse agonists of human GLP-1 receptor; HEK293 GLP-1R CRE-luciferase, luminescence, 24 h; GLP-1R form is constitutively active; Potency, µM (top dose mostly 38.3 µM), inactives show at the highest dose activity change, negative = inhibition, actives largely listed as inhibitors; 1.6% of 410,000 active; also: % is scaled to controls: 0 for no effect and ±100 for the full control effect; nearly all actives have a fitted effect of over 55% in size
#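 HEK293 cells stably co-expressing constitutively active GLP-1R and a cAMP-responsive luciferase reporter were seeded in DMEM with 10% Nu serum, given compounds after 12 h, and incubated 24 h at 37 deg C. Luminescence was then read.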
# KB-3-1 cytotox: kills parental KB-3-1 adenocarcinoma cells; KB-3-1 viability, CellTiter-Glo ATP luminescence, 72 h; Potency, µM (highest dose often 46.1 µM), without a hit: at the top dose activity change, negative = cytotoxic, actives largely listed as cytotoxic; 1.4% of 400,000 active; also: % is scaled to controls: 0 for no effect and ±100 for the full control effect; nearly all actives have a fitted effect of over 60% in size
#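 Luminescent ATP read-out (CellTiter-Glo) measures survival of drug-naive KB-3-1 cells after 72 h compound exposure at 37 °C. Titration series was screened from lowest to highest concentration, with DMSO vehicle plates as background controls.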
# HT1080-NT tox: kills 2HG-producing HT-1080-NT fibrosarcoma cells. HT-1080-NT fibrosarcoma viability, CellTiter-Glo ATP luminescence, 48 h. Potency, µM (series often up to 46.1 µM), without a hit: at the highest dose activity, negative = less viability, actives largely listed as cytotoxic. 1.6% of 360,000 active. AID 686970;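 also: NT is the 2HG producing partner of a matched IDH1 knockdown line; 0% = DMSO-treated cells and -100% = media-only wells without cells; nearly all actives have a fitted effect of over 55% in size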
#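 A 48-hour cytotoxicity screen used HT-1080-NT cells plated 2 hours before compound delivery. ATP-based CellTiter-Glo luminescence measured viability, normalized to DMSO and no-cell controls.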
# An asterisk follows results filed as active; ? = inconclusive; . = no result given; [ ] = dose if it differs, or a comment. Calls follow the shape of the dose curve; as a rule, active = well fitted curve in the direction sought with a large enough effect; inconclusive = small, poorly fitted or top-dose-only effect, or another doubt; inactive = no such curve, though single readings can be large; an effect the other way counts as inactive or inconclusive. Potency is read from the fitted curve at half-maximal effect.
Molecule | KB-V1 MDR tox | SW480 rerep | KB-3-1 cytotox | HT1080 IDH1KD tx | GLP-1R agonist | TDP-43 yeast inh | GLP-1R inv ag | HT1080-NT tox | HEK293 tox
N#CCCN(C(=O)CSc1ncccn1)c1ccc2c(c1)OCCO2 | 39% | -27% | -1% | 2% | -1% | 9% | 8% | 18% | -9%
O=C(CSc1nnnn1-c1ccc(F)cc1)NNC(=O)c1ccco1 | 13% | -14% | 6% | 9% | -3% | -18% | -1% | 1% | 1%
CCc1ccc(NC(=O)CC2C(=O)OCCN2CC)cc1 (stereo not drawn) | 14% | . | 5% | . | 3% | -95%[inhibitor] | 3% | . | 7%
CCOC(=O)c1cccc(NS(=O)(=O)c2cn(C)c(C)n2)c1 | 0% | . | -1% | . | 7% | 3% | 33%[activator] | . | -5%
O=C(N/N=C/c1ccccn1)c1ccc(S(=O)(=O)N2CCCCCC2)cc1 | ? | -5% | 11% | -12% | 3% | 9% | -1% | -6% | 7%
CCOC(=O)C(C(=O)OCC)C(Nc1ccccc1)c1ccccc1 (stereo not drawn) | 5% | 1% | 4% | ? | -44%[inhibitor] | 24% | 18% | ? | -20%
CCN(Cc1ccncc1)C(=O)c1ccc2c(c1)S(=O)(=O)c1ccccc1C2=O | 7% | ? | 2% | 0% | 10% | -9% | 49%[activator] | -11% | -2%
O=C(Nc1nnc(SCc2cccnc2)s1)C1CC(=O)N(c2ccccc2)C1 (stereo not drawn) | 7% | 1% | ? | 16% | -4% | 16% | 0% | 15% | -2%
CCc1nc2ccc(C(=O)NCCOc3ccc(OC)cc3)cn2c1N(C)C(=O)Cc1ccccc1 | 0% | . | 0% | 8% | 5% | 18% | 17% | 21% | 4%
COc1cc(NC(=O)COc2cccc3c2OC(C)(C)C3)cc(OC)c1OC | 0% | ? | 0% | -1% | -1% | ? | 28% | -1% | 1%
COc1cc(CN(C)CC(=O)c2[nH]c(C)c(C(C)=O)c2C)ccc1OC(F)F | -11% | 0% | ? | -10% | 2% | 11% | 4% | -11% | 6%
Cc1ccc(C=NNc2ccc([N+](=O)[O-])cn2)cc1 | -20% | 27% | 4% | 21% | -5% | 14% | 0% | 10% | 32%[activator]
O=C(c1cccs1)N1CCN(Cc2cccc([N+](=O)[O-])c2)CC1 | -10% | 0% | 10% | 27% | 3% | -8% | -8% | 23% | -6%
Cc1ccc(CSc2oc(-c3ccco3)nc2S(=O)(=O)c2ccc(C)cc2)cc1 | -23% | . | -2% | . | . | 7% | ? | . | -4%
CCOC(=O)c1sc(NC(=O)COc2ncnc3ccccc23)c(C(=O)OCC)c1C | -4% | 7% | -14% | 3% | -1% | -5% | 1% | 3% | -1%
CCOC(=O)c1cnc(SCC(=O)Nc2cc(OC)cc(OC)c2)nc1N | 2.3µM* | 0% | ? | ? | 6% | 8% | 5% | -28% | 13%
CC(C)c1csc(CN2CCN(Cc3ccc(F)c(F)c3)C(CCO)C2)n1 (stereo not drawn) | ? | -2% | 4% | -17% | 8% | 15% | ? | 0% | 12%
CCCCNC(=O)c1cc2nc(-c3ccc(OC)cc3)cc(C(F)(F)F)n2n1 | -33% | . | -10% | -5% | 1% | 3% | ? | -5% | 11%
CCN(CC(=O)Nc1cccc(OC)c1)c1ncnc2sc(C)c(C)c12 | 2.3µM* | -140%[inhibitor] | ? | -4% | ? | ? | 22% | 0% | -21%
CC1=Nc2ccccc2N=C(NC(=O)CN2CCN(c3ccccc3)CC2)C1c1ccccc1 (stereo not drawn) | -2% | 0% | 11% | 4% | 10% | 1% | 25% | 0% | 8%
CCOC(=O)c1c(NC(=O)c2ccc(N3C(=O)[C@@H]4[C@H](C3=O)[C@H]3C=C[C@@H]4C3)cc2)sc2c1CCCC2 | 18% | 0% | -9% | 0% | 9% | 22% | -1% | 4% | 3%
COc1ccc(CNC(=O)C2CCCN2S(=O)(=O)c2ccc(F)cc2)cc1 (stereo not drawn) | ? | -3% | 6% | 5% | 2% | 21% | -4% | 2% | 0%
Cc1nn(C)c(C)c1/C=C(/C(=O)C(C)(C)C)n1cncn1 | ? | ? | -14% | ? | 0% | -14% | -22% | -13% | -23%
CCC(C)c1ccc(NC(=S)Nc2ccc(OC)cc2C)cc1 (stereo not drawn) | ? | 2% | 0% | -6% | 1% | 0% | ? | 20% | ?
Cc1ccc(C(=O)O)cc1NC(=S)NC(=O)c1ccc([N+](=O)[O-])c(C)c1 | 6% | -14% | -2% | -7% | -5% | 26% | 3% | -7% | 0%
O=[N+]([O-])c1cc2c(cc1/C=N/n1c(-c3ccccn3)n[nH]c1=S)OCO2 | ? | 53% | 3% | 7% | -19% | -1% | 21% | 12% | -16%
Cc1cc(C)c2sc(N(CCCN(C)C)C(=O)c3ccc(S(=O)(=O)N(C)Cc4ccccc4)cc3)nc2c1 | 21µM* | ? | ? | -22% | -10% | 9% | 11µM* | -18% | ?
COc1ccc(OCC(=O)Nc2ccc(S(=O)(=O)Nc3cc(C)on3)cc2)cc1 | 7% | -36%[inhibitor] | -6% | 0% | -1% | -20% | 14% | 1% | 0%
C[N+]1(CC#CC(O)(c2ccccc2)c2ccccc2)CCCC1 | -11% | -7% | 3% | 18% | 15% | 6% | 10% | 12% | 0%
CC1(c2nnnn2-c2ccc3c(c2)OCCO3)CCC(=O)N1CCc1c[nH]c2ccccc12 (stereo not drawn) | -11% | . | 13% | 8% | 2% | 17% | -7% | 0% | 0%
N#CCCn1c(Cl)nc2ccccc21 | -7% | 27% | 4% | -3% | -2% | -18% | -1% | -4% | -3%
Cn1cnc([N+](=O)[O-])c1Sc1nc2ccccc2[nH]1 | 4% | 20% | -20% | 18µM* | -1% | 2% | ? | ? | -17%
CCOc1ccc2[nH]c(C)c(CN3CCCCC3)c(=O)c2c1 | -6% | 0% | -4% | 7% | 4% | -1% | 14% | -2% | 86%[activator]
Cc1ccc(S(=O)(=O)N2CCN(C(=O)COC(=O)c3cncc(Br)c3)CC2)c(C)c1 | -1% | 0% | 1% | 8% | 8% | 1% | -19% | 13% | -3%
COc1ccccc1NC(=O)CCC(=O)OCc1cccc([N+](=O)[O-])c1 | -2% | -14% | 12% | 17% | 0% | ? | 6% | 13% | 8%
CCCc1nn2c(=O)cc(O)nc2s1 | 5% | . | 9% | 4% | 3% | -6% | 6% | 9% | -15%
FC(F)(F)c1cc(-c2ccccc2)nc2nc(N3CCOCC3)sc12 | -13% | -37%[inhibitor] | 7% | 8% | -6% | -13% | 18% | 13% | 4%
CN(C)c1ncnc2c1ncn2[C@H]1CN(Cc2ccncc2)C[C@@H](CO)O1 | 26% | . | 0% | 0% | 7% | -9% | 4% | 0% | -4%
COc1cccc(CNC(=O)C2CCC(CNc3nc(=S)[nH]c4ccccc34)CC2)c1 (stereo not drawn) | -11% | 1% | -9% | ? | 7% | 1% | -2% | 5% | 1%
Cc1cc(C)nc(NC2=N[C@@H]3CCCC[C@H]3N2C(=O)Nc2cc(Cl)cc(Cl)c2)n1 | 1% | -1% | 15% | 1% | 11% | -8% | -5% | 2% | 4%
Cc1cccc(C)c1NC(=O)COC(=O)c1ccc2c(c1)OCO2 | -23% | -82%[inhibitor] | 3% | 5% | -6% | -13% | 8% | 12% | 1%
C[C@H](CO)N1C[C@H](C)[C@@H](CN(C)CC2CCCCC2)Oc2c(NS(=O)(=O)c3cn(C)cn3)cccc2C1=O | 19% | 0% | 1% | -2% | 11% | 3% | 4% | 8% | 7%
COc1ccccc1C(=O)NCCC(=O)N1CCN(c2ccc(C(F)(F)F)cn2)CC1 | -5% | ? | -2% | -9% | 11% | -4% | -25% | -9% | 7%
O=C(Cc1ccccc1)NN=C1CCCC1 | 13% | -1% | 0% | 17% | 10% | -16% | -9% | 12% | -4%
O=C(C(Cc1ccccc1)n1cccc1)N1CCN(c2ccccc2)CC1 (stereo not drawn) | -18% | -3% | ? | 0% | 0% | 0% | ? | 18% | 1%
Cc1ccc(Cn2c(N/N=C/c3ccncc3)nc3c2c(=O)n(C)c(=O)n3C)cc1 | -10% | -23% | -7% | 0% | 1% | 9% | 16% | -22% | -15%
O=C(Cn1cnc2cc([N+](=O)[O-])ccc2c1=O)Nc1ccccc1Cl | ? | -1% | -8% | -10% | -1% | -27% | -1% | -3% | 2%
CCC(=O)N1CCc2cc(S(=O)(=O)NCCC(=O)Nc3ccc(CC)cc3)ccc21 | -7% | . | -18% | . | . | 17% | 15% | . | -4%
O=Cc1ccc(C(=O)OCC(=O)NC(=O)Nc2ccccc2F)cc1 | 2% | -9% | 3% | -1% | 4% | -11% | 4% | -2% | -12%
O=C(NCC1CCCO1)c1cccc(S(=O)(=O)Nc2ccc(F)cc2)c1 (stereo not drawn) | -3% | -38%[inhibitor] | 7% | -2% | -4% | 7% | ? | -4% | 3%
Cc1cc(S(=O)(=O)N2CCOCC2)ccc1OCC(=O)NCC1CCCO1 (stereo not drawn) | -20% | 0% | 8% | -1% | -1% | -14% | 1% | -9% | 2%
Cc1ccc(S(=O)(=O)N2CCCCC2CCNC(=O)C(=O)NCc2ccccc2C)cc1 (stereo not drawn) | 9.2µM* | 21µM* | ? | 16µM* | 14% | 23% | ? | 21µM* | -26%
CSc1ccc(CNC(=O)CCn2ccc3cc(S(=O)(=O)N4CCC(C)CC4)ccc32)cc1 | 0% | . | -18% | . | . | 22% | ? | . | -3%

# Full records, quoted from the list:
# `C[N+]1(CC#CC(O)(c2ccccc2)c2ccccc2)CCCC1` in the list: KB-V1 MDR tox = -11%; SW480 rerep = -7%; KB-3-1 cytotox = 3%; HT1080 IDH1KD tx = 18%; GLP-1R agonist = 15%; TDP-43 yeast inh = 6%; GLP-1R inv ag = 10%; HT1080-NT tox = 12%; HEK293 tox = 0%
# `O=C(Cc1ccccc1)NN=C1CCCC1` in the list: KB-V1 MDR tox = 13%; SW480 rerep = -1%; KB-3-1 cytotox = 0%; HT1080 IDH1KD tx = 17%; GLP-1R agonist = 10%; TDP-43 yeast inh = -16%; GLP-1R inv ag = -9%; HT1080-NT tox = 12%; HEK293 tox = -4%

# Bioassay records as filed in PubChem BioAssay.
